MPTP block: permeability transition pore inhibition. isolated mouse mitochondria, Ca2+ swelling absorbance, 30 min. inhibition, % at 10 µM. AID 602449. hit rate 1.4% among 360,000;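 active means inhibition of 50% or more, scaled per plate between neutral and stimulator controls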;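 further: 0% = DMSO wells given calcium and 100% = 1 mM EGTA wells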
SENP8 inh: SENP8 (human) protease inhibition. recombinant SENP8, Nedd8 substrate fluorescence. inhibition, % at 20 µM. hit rate 0.64% among 360,000; in the data active means inhibition mostly above about 40%, no sharp cut-off; inactive means mostly below about 27%
Target sequence (Q96LD8 whole entry, looked up): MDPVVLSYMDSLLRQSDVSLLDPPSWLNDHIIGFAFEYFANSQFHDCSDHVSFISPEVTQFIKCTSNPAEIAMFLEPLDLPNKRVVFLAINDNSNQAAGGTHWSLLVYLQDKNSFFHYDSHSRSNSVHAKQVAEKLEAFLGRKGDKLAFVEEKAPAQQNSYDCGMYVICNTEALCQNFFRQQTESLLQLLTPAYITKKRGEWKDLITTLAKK
* = called active by the depositor; i = inactive.

No. | molecule | MPTP block | SENP8 inh
1 | O=C(Nc1ccccc1)c1cc(C2CCCCN2C(=O)c2ccc3c(c2)CCO3)on1 (configuration not stated) | -0.8 | 11
2 | COCCNc1nc2cc(-c3ccc(F)cc3)sc2c(=O)n1C | -1.9 | -118
3 | Cc1ccsc1-c1cc2nc(NCCCN(C)C)n(C)c(=O)c2s1 | 0.0 | -365
4 | COc1ccc(NC(=S)N2CCC3CC2c2cc(-c4ccc5c(c4)OCO5)ccc23)c(OC)c1 (configuration not stated) | 1.7 | 4
5 | COC(=O)C[C@@H]1CC[C@@H](NC(=O)C2CCC2)[C@@H](CO)O1 | -1.5 | 22
6 | Nc1ncnc2c1ncn2[C@@H]1O[C@H](C(=O)NS(=O)(=O)c2cccs2)[C@@H](O)[C@H]1O | 0.2 | 35
7 | Cc1cccc(COC[C@H](Cc2ccccc2)N2CCN(C(=O)c3cc(Cl)cc(Cl)c3)CCC2=O)c1 | -0.5 | 11
8 | COC(=O)[C@@]12C[C@@H](CC(=O)NCc3cccc(C(F)(F)F)c3)C(=O)N(Cc3ccc4c(c3)OCO4)C1=CCC(C)(C)C2 | 1.7 | 19
9 | CCc1nc2c(OCC3COc4ccccc4O3)cccn2c1N(C)C(=O)c1cccc(OC)c1 (configuration not stated) | -0.6 | -14
10 | CC(C)CN1CCN(C(=O)COC(=O)c2ccc(S(C)(=O)=O)c([N+](=O)[O-])c2)CC1 | -0.4 | 18
11 | COC(=O)[C@]12CCCCC=C1N(Cc1ccc(Cl)cc1Cl)C(=O)[C@H](CC(=O)NCc1ccc(C)o1)C2 | -1.4 | 19
12 | O=C(/C=C/[C@H]1O[C@@H](n2cnc3c(NC(=O)c4ccccc4)ncnc32)[C@H](O)[C@@H]1O)NCC1CCCO1 (some centres not stated) | -1.1 | 27
13 | CCOC(=O)C1=CCN(S(=O)(=O)c2ccc(C)cc2)C1c1ccccc1F (configuration not stated) | -0.1 | 18
14 | Cc1cc(C)n2c(Nc3ccc4c(c3)OCCO4)c(-c3ccccn3)nc2n1 | -1.4 | 7
15 | Cc1ccccc1C(=O)Nc1nnc([C@@H]2C[C@H](O)[C@@H](CO)O2)s1 | -1.6 | 4
16 | CCCCCCCCN1C(=O)[C@H](CC(=O)N2CCN(C(=O)OCC)CC2)C[C@@]2(C(=O)OC)CCCCC=C12 | -1.3 | 19
17 | O=C1NC[C@@H](CCCCN2C[C@H](Cc3ccccc3)N(CC3CCCCC3)C(=O)C2=O)N(Cc2ccccc2)C1=O | -0.4 | 4
18 | Cc1ccc(Cl)cc1-c1cc(C(=O)N2CCN(c3ccncc3)CC2)[nH]n1 | 0.0 | 15
19 | CC(C)(C)C1CCN2CCCC(c3ccccc3)(C1)C2=O (configuration not stated) | 0.3 | 6
20 | CN1CCn2cnc(C(=O)NCc3ccc(CNC(=O)OC(C)(C)C)cc3)c2C1=O | 0.0 | 10
21 | CC(CC(=O)Nc1ccc2c(c1)c(=O)n(C)n2-c1ccccc1)c1ccccc1 (configuration not stated) | 0.5 | i
22 | CN(C)c1ncnc2c1ncn2[C@H]1CN(Cc2cccs2)C[C@@H](CO)O1 | -0.9 | 3
23 | C[C@H](O)[C@@H]1CN2CCc3c([nH]c4ccccc34)[C@@H]2C[C@@H]1N(C)C(=O)c1ccco1 | -0.6 | -197
24 | Cc1cccc(C)c1N1C(=O)c2ccccc2NC(=O)C1C(=O)Nc1ccc(N2CCOCC2)cc1 (configuration not stated) | 0.2 | -41
25 | CCc1nc2ccc(C(=O)NCCOc3ccc(OC)cc3)cn2c1N(C)Cc1cccs1 | 0.9 | 0
26 | CCN(C)C1CN(Cc2cn(Cc3ccc(OC)cc3)nn2)S(=O)(=O)C1 (configuration not stated) | -0.1 | 6
27 | COc1ccc(CNc2nccn3ccnc23)cc1 | 0.2 | 8
28 | Cc1cc(C)c(C(O)c2ncc(-c3cccc(F)c3)[nH]2)c(C)c1 (configuration not stated) | 2.4 | 6
29 | CC1(C(=O)NCc2cccnc2)CCN1C(=O)c1cccc(F)c1 (configuration not stated) | -1.2 | 16
30 | O=C1NC[C@@H](CCCCN2C[C@H](Cc3ccc(O)cc3)N(CCc3ccccc3)C(=O)C2=O)N(CCc2ccccc2)C1=O | -1.1 | 19
31 | C=C1C(=O)OC2C1CCC(C)=CCCC1(C)OC21 (configuration not stated) | -0.5 | 14
32 | CCc1c(C2CC2)ncn1Cc1cccc(-c2ccccc2)c1 | 1.1 | 17
33 | COc1ccc(CCNC(=O)Nc2nnc([C@H]3C[C@H](O)[C@@H](CO)O3)s2)cc1OC | -1.4 | 17
34 | COc1cc(OC)cc(-c2noc([C@@H]3O[C@H](CO)[C@H](O)[C@H](O)[C@H]3O)n2)c1 | -0.6 | 16
35 | CCNC(=O)C1CCCN(C(=O)Cc2cccs2)CC1 (configuration not stated) | 0.3 | 23
36 | COc1ccc(CC(N)c2csc(NC(=O)Cc3ccccc3)n2)cc1 (configuration not stated) | 3.4 | 4
37 | CCOC1=C2CN(S(=O)(=O)c3ccc(C)cc3)C(c3ccc(C)cc3)CC2N(S(=O)(=O)c2ccc(C)cc2)C(c2ccccc2)C1 (configuration not stated) | -1.2 | 17
38 | CC1(C(=O)NS(=O)(=O)c2ccccc2Cl)CCN1C(=O)CCc1ccc(Cl)cc1Cl (configuration not stated) | 0.4 | 14
39 | COc1cc(NC(=O)Nc2nc(C(N)C3CCCCC3)cs2)cc(OC)c1OC (configuration not stated) | 1.0 | 18
40 | COC(=O)N1CCCCC1c1cc(C(=O)NCc2ccc(F)cc2)no1 (configuration not stated) | 0.9 | 10
41 | OC(c1ccccc1)(c1ccccc1)C1CCN(CCCOc2ccccc2)CC1 | 4.5 | 11
42 | ClC1=CN(C2=NCCC2)CC1 | -2.6 | 0
43 | COc1cccc(C(C)(O)c2nc(-c3ccc(F)cc3OC)cs2)c1 (configuration not stated) | 1.9 | 8
44 | CC(C)(C)N1C(=O)c2ccccc2NC(=O)C1C(=O)NCCOc1ccccc1 (configuration not stated) | -1.1 | 12
45 | CC(C(=O)O)(C1CCCCC1)C1(O)CCCCC1 (configuration not stated) | 0.7 | 8
46 | Cc1cccc(CN2CCN(C3CN(Cc4cn(Cc5ccccc5C(F)(F)F)nn4)S(=O)(=O)C3)CC2)c1 (configuration not stated) | -1.1 | 23
47 | COCc1cn(CC(=O)c2sc(NC(=O)C(C)(C)C)nc2C)nn1 | -0.7 | 9
48 | COC(=O)[C@@]12C[C@@H](CC(=O)NCCCCc3ccccc3)C(=O)N(Cc3ccco3)C1=CCC(C)(C)C2 | 6.6 | 15
49 | Cc1cc(C(=O)N2CCC2(C)C(=O)Nc2cccc3c2CCCC3)nn1C (configuration not stated) | 0.8 | 19
50 | C=C1C(=O)[C@]23C[C@H]1CC[C@H]2[C@]1(C)[C@@H](OC(C)=O)CC[C@@](C)(C(=O)O)[C@H]1C[C@@H]3O | 0.5 | 11
51 | COC[C@@H]1CCCN1c1ccc2c(c1)O[C@@H](COCc1ccccc1)CN([C@H](C)c1ccccc1)S2(=O)=O | 0.6 | 5
52 | COCCNC(=O)c1cc2c(c(-c3cccc(-c4cccc(OC)c4)c3)n1)[C@H](CCO)N(S(=O)C(C)(C)C)C2 (some centres not stated) | 0.8 | -8
53 | CCOC1=C2CN(S(=O)(=O)c3ccc(C)cc3)[C@H](c3ccccc3)C[C@@H]2N(S(=O)(=O)c2ccc(Br)cc2)[C@H](c2ccccc2)C1 | 14 | 15
54 | CC(C)(C)C(=O)c1c(N)[nH]c(C(=O)c2ccccc2)c1-c1ccccc1Br | 1.7 | 19
55 | Cc1ccccc1CN1C(=O)CSCC1(C)C(=O)NCc1ccccc1 (configuration not stated) | 3.2 | 25
56 | COc1ccc(-c2ccc(C(=O)Nc3ccc(C(C)C)cc3)c3occc23)c(C)c1 | 1.8 | 1
57 | CCCS(=O)(=O)NC(=O)C1(C)CCCN(C(=O)c2cccc3ccccc23)C1 (configuration not stated) | 0.2 | 9
58 | Nc1nc(=O)n(C2CCC(CO)O2)cc1F (configuration not stated) | -1.1 | 2
59 | OC(c1ccccc1)c1nc(-c2cccc3cccnc23)cs1 (configuration not stated) | 0.0 | -138
60 | CCc1cnc(Nc2nc(C(N)c3ccccc3Cl)cs2)nc1 (configuration not stated) | 1.6 | 2

New compounds follow
No. | molecule | MPTP block | SENP8 inh
61 | CC(=O)C1(O)CCC2C3CC(C)C4=CC(=O)CCC4(C)C3CCC21C (configuration not stated) | 1.0 | 6
62 | CCc1nc2c(OCc3ccc(OC)cc3)cccn2c1N(C)C(=O)c1ccncc1 | 0.9 | 4
63 | CCN(CC)C(=O)C1CCCN(Cc2cccc(Cl)c2)C1 (configuration not stated) | -0.5 | 11
64 | CC1(Cc2ccc(Cl)c(Cl)c2)C(=O)Nc2ccc(S(=O)(=O)NC3CCCCC3)cc21 (configuration not stated) | -1.7 | 10
65 | OC[C@@H]1CN(Cc2cccc(C(F)(F)F)c2)C[C@H](n2cnc3c(NCc4ccncc4)ncnc32)O1 | 0.1 | -6
66 | COc1cc(C(O)c2nc(-c3cccc(F)c3)cs2)ccc1F (configuration not stated) | 0.6 | -1
67 | CC1(C(=O)NS(=O)(=O)c2cccs2)CCN1C(=O)C1(c2ccc(Cl)cc2)CC1 (configuration not stated) | 1.0 | 3
68 | CCCc1nc2ccc(Br)cn2c1Cc1cccc(Cl)c1 | -0.5 | -28
69 | CC1(C(=O)NS(=O)(=O)c2ccc(F)cc2F)CCN1C(=O)c1ccco1 (configuration not stated) | -1.8 | 20
70 | O=C(NCc1ccccc1Cl)c1ccc2sc([C@H]3C[C@H](O)[C@@H](CO)O3)nc2c1 | -2.1 | -111
71 | CCc1nc2ccc(C(=O)Nc3ccc(OC)c(OC)c3)cn2c1N(C)C(=O)c1cccc(OC)c1 | -1.6 | 12
72 | COC(=O)c1cccc(CC2(C)C(=O)Nc3cc(-c4ccccc4Cl)ccc32)c1 (configuration not stated) | 4.0 | 15
73 | O=C(Nc1c(-c2ccccc2)[nH][nH]c1=O)c1ccc(Br)cc1 | -2.3 | 58*
74 | O=C(Nc1cccc2ccccc12)c1ccc2sc([C@H]3C[C@H](O)[C@@H](CO)O3)nc2c1 | 0.2 | 13
75 | COc1cccc(C(NC(C)=O)c2nc(-c3cccc(C#N)c3)cs2)c1 (configuration not stated) | 1.0 | 10
76 | Cc1ccc(-c2nc3cc(C)c(Br)c(C)n3c2Cc2ccccc2)cc1 | 3.3 | 3
77 | CSc1ccc(NC(=O)C2(C)CCN2C(=O)c2sccc2C)cc1 (configuration not stated) | 7.5 | 18
78 | Cc1ccc(CN2CC(N3CCN(Cc4cccc(C)c4)CC3)CS2(=O)=O)cc1 (configuration not stated) | 0.6 | 9
79 | COc1cc(OC)nc(Nc2nc(C(N)Cc3ccccc3)cs2)n1 (configuration not stated) | 2.4 | -75
80 | CC(C)CNc1ncnc2c1ncn2[C@H]1CN(Cc2ccc(-c3ccccc3)cc2)C[C@@H](CO)O1 | 2.0 | 23
81 | CC(=O)N1c2ccccc2N=C(c2ccc(C(F)(F)F)cc2)C1C(=O)NC(C)C (configuration not stated) | -1.4 | -114
82 | Cc1noc(C)c1C(=O)N1CCC1(C)C(=O)NS(=O)(=O)c1cccc(F)c1 (configuration not stated) | -0.4 | 14
83 | CCCCC(=O)N(C)c1c(C)nc2ccc(C(=O)N3CCN(S(=O)(=O)CC)CC3)cn12 | -1.8 | -1
84 | CCOC(=O)C1CCCN(C(=O)c2cc(-c3ccccc3)cs2)CC1 (configuration not stated) | 0.7 | 15
85 | Cc1cnc(-c2nc3ccccc3n2C(C(=O)NC(C)(C)C)c2cc3ccccc3o2)cn1 (configuration not stated) | 0.7 | -296
86 | C#CCNC(=O)c1cc2c(Br)ccc(Br)c2nc1N | 0.8 | -78
87 | CC(C)NC(=O)c1cc(C2CCCCN2S(=O)(=O)c2ccccc2)on1 (configuration not stated) | 0.0 | 12
88 | CCOC(=O)[C@]12CCCC=C1N(CCC1=CCCCC1)C(=O)[C@H](CC(=O)N1CCN(C(=O)C3CC3)CC1)C2 | 0.2 | 35
89 | Cn1nc(C(C)(C)C)cc1NC(=O)C1(C)CCN1C(=O)C1(c2ccccc2)CCCC1 (configuration not stated) | 0.7 | 16
90 | CC1(C(=O)Nc2ccc3c(c2)OCO3)Cc2c(-c3ccc4c(c3)OCO4)ccnc2O1 (configuration not stated) | -0.5 | -10
91 | Cn1ccc2c(-c3cccc4ccccc34)cc3c(c21)C1CCC3O1 (configuration not stated) | 2.1 | -353
92 | CCCCC[C@@H](C)N1C[C@H](COCc2ccccc2)Oc2cc(N3CCC[C@H]3C(N)=O)ccc2S1(=O)=O | -0.4 | 22
93 | CC(C)Oc1ccc(F)cc1-c1cc(C(=O)N2CCc3ccccc3C2)[nH]n1 | -2.6 | 10

Source: PubChem BioAssay (Sanford-Burnham Center for Chemical Genomics)

Only part of the results is shown; count on the stated rates, not on these rows.
